# GLS inhibitor – blocks human kidney-isoform glutaminase activity; O94925; GLS enzymatic activity, qHTS titration; Potency, µM (top dose mostly 45.5 µM), without a hit: at the top dose activity change, negative = inhibition, actives largely listed as inhibitors; hit rate 0.21% among 410,000; AID 624170; further: potency means the concentration at half of the fitted maximal effect; on the % scale 0 is the no-effect control and ±100 the full control effect
#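 Two-point fluorescence kinetic (t0, 30 min RT) for hKGA; glutamate detected via glutamate oxidase–HRP–Amplex Red. Substrate: 1 mM L-glutamine solution; buffer 45 mM KH2PO4, pH 8.2.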
# JMJD2A Tudor inh – blocks the human JMJD2A Tudor domain | hit rate 4.4% among 390,000 | AID 504339 | O75164 | Potency, µM (highest dose often 114 µM), for the others: top-dose activity change, negative = inhibition, most hits filed as inhibitors | AlphaScreen JMJD2A-Tudor / H3K4me3 peptide binding; further: potency means the concentration at half of the fitted maximal effect; on the % scale 0 is the no-effect control and ±100 the full control effect; nearly all actives have a fitted effect of over 50% in size
# BAZ2B block – inhibitors of human BAZ2B bromodomain | AID 504333 | Potency, µM (top dose mostly 114 µM), for inactives: top-dose activity change, negative = inhibition, actives largely listed as inhibitors | Q9UIF8 | AlphaScreen BAZ2B-H3K14Ac peptide displacement | hit rate 4.4% among 360,000; further: potency means the concentration at half of the fitted maximal effect; on the % scale 0 is the no-effect control and ±100 the full control effect; nearly all actives have a fitted effect of over 60% in size
#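 Complex of BAZ2B and biotin-H3K14Ac (50 nM apiece) forms over 30 min at RT, then faces library compounds up to 110 uM for another 30 min; AlphaScreen beads added, 20 min dark incubation, luminescence read.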
# G9a inh – inhibitors of human histone lysine methyltransferase G9a; hit rate 8.8% among 350,000; Q96KQ7; Potency, µM (highest dose often 102 µM), inactives show at the highest dose activity, negative = inhibition, most hits filed as inhibitors; AID 504332; G9a H3K9 monomethylation, AlphaScreen, 2 h; further: potency means the concentration at half of the fitted maximal effect; on the % scale 0 is the no-effect control and ±100 the full control effect; nearly all actives have a fitted effect of over 75% in size
#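 Readings reflect AlphaScreen signal from monomethyl-H3K9 antibody detection. HMT at 20 nM; substrate b-H3K9 500 nM; cofactor SAM 20 uM; 2 h RT reaction; compounds tested as titrations in qHTS with 15 min preincubation.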
# Pin1 inhibitor – blocks the human prolyl isomerase Pin1 | hit rate 0.009% among 390,000 | Pin1 FP peptide displacement, HiFluor488, 10 min | Q13526 | Potency, µM (series often up to 115 µM), for inactives: at the top dose activity, negative = inhibition, hits mostly inhibitors; active means well fitted inhibition curve with a large enough effect in the polarisation, with a control signal flat, not every such curve was filed as active; inconclusive means small, poorly fitted or top-dose-only effect, or effect the other way, or a change in a side signal; inactive means no such curve, though single readings can be large or run the other way; the % refers to the polarisation; further: potency means the concentration at half of the fitted maximal effect; on the % scale 0 is the no-effect control and ±100 the full control effect
# HP1b chromo inh – HP1-beta chromodomain-methylated histone interaction inhibition. P83916. AlphaScreen HP1-beta / biotin-H3K9me3 peptide binding. Potency, µM (doses to about 114 µM), inactives show at the highest dose activity change, negative = inhibition, most hits filed as inhibitors. hit rate 0.56% among 390,000. AID 540317; further: potency means the concentration at half of the fitted maximal effect; nearly all actives have a fitted effect of over 70% in size; inactives centre near 23
#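 HP1-beta protein (50 nM final) preincubated 30 min at room temperature with biotinylated H3(1-18)K9me3 peptide (50 nM) in PBS pH 7.4, 0.01% Tween-20, then compound added for 30 min. AlphaScreen streptavidin donor/nickel chelate acceptor beads (10 ug/mL final), 30 min dark, luminescence read.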
# Tb PGK inh – inhibitors of T. brucei phosphoglycerate kinase | P07378 | PGK/GAPDH coupled, Kinase-Glo luminescence, 60 min | Potency, µM (doses to about 57.5 µM), for the others: top-dose activity change, negative = inhibition, usual class: inhibitors | hit rate 0.043% among 380,000 | AID 602233; further: potency means the concentration at half of the fitted maximal effect; on the % scale 0 is the no-effect control and ±100 the full control effect; nearly all actives have a fitted effect of over 60% in size
#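 Recombinant glycosomal PGK reaction used 1,3-bisphosphoglycerate generated in-well by GAPDH (100nM final) in 100mM TEA pH 7.6, 5mM MgCl2, 0.01% Tween-20. After 60 minutes at room temperature, ATP was read by Kinase-Glo Plus luminescence end-point.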
# PI4K2A inh – blocks human PI4K2A kinase activity; AID 1346378; purified PI4K2A, ADP-Glo luminescence, 1 h; hits give low values; activity change, negative = inhibition, % at 76.9 µM; hit rate 0.13% among 420,000; Q9BTU6; in the data active means activity change below about -50%; inconclusive means mostly about -30% to -49%;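 further: -100% = wells without enzyme as full effect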
#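 PI4K2A activity was measured by ADP-Glo luminescence: enzyme (4 ug/mL stock) and phosphatidylinositol (1.2 mM stock) in Tris pH 7.5/MgCl2/EGTA/Triton X-100 buffer were reacted with ATP (300 microM stock) for one hour at ambient temperature.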
# ERG Ets-DNA blk – blocks human ERG Ets domain binding to DNA; Potency, µM (titrated, usually from 76.9 µM), inactives show at the highest dose FP activity, negative = inhibition, most hits filed as inhibitors; P11308; fluorescence polarization, His-ERG Ets domain / labelled DNA; hit rate 0.028% among 370,000; active means well fitted inhibition curve with a large enough effect in the polarisation, with a control signal flat; inconclusive means small, poorly fitted or top-dose-only effect, or effect the other way, or a change in a side signal; inactive means no such curve, though single readings can be large or run the other way; the % refers to the polarisation;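 further: polarization taken with two DNA probes labelled with fluorescein and Texas red; potency means the concentration at half of the fitted maximal effect; % of control where 0% means no effect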
#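 His-tagged ERG Ets domain (1 uM in the protein solution; 300mM KCl, 50mM Tris-HCl, 1mM EDTA, 1mM DTT, pH 7.5) received compound, then a probe mix of 5 nM fluorescein-DNA and 100nM Texas-615-DNA. Fluorescence polarization was read for both dyes.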
# The depositor's hits bear a star; i = inactive; ? = inconclusive; · = not tested or not shown; [ ] = remark or other dose. Unless noted, the call rests on the fitted dose curve; in most records, active means well fitted curve in the direction sought with a large enough effect; inconclusive means small, poorly fitted or top-dose-only effect, or another doubt; inactive means no such curve, though single readings can be large; an effect the other way counts as inactive or inconclusive.
SMILES,GLS inhibitor,JMJD2A Tudor inh,BAZ2B block,G9a inh,Pin1 inhibitor,HP1b chromo inh,Tb PGK inh,PI4K2A inh,ERG Ets-DNA blk
Cc1cccc(N(CC(=O)Nc2ccccc2C(F)(F)F)S(=O)(=O)c2ccccc2)c1C,-9.5%,-15.9%,-2.7%,-33.0%[59 µM],37.9%[activator],20.0%,-3.0%,-1.7,1.4%
COC(=O)c1sccc1N/N=C(\C)c1ccc(F)c(Cl)c1,-0.3%,-2.7%,-5.6%,-18.2%,-0.8%,40.3%[activator],8.2%,0.6,-0.5%
COc1ccc(NC(=O)CCN=C2NS(=O)(=O)c3ccccc32)cc1S(=O)(=O)N(C)C,2.2%,-5.5%,-4.8%,?,0.3%,28.5%,-4.6%,-4.6,-0.6%
COc1ccc(C)cc1NCc1ccc([N+](=O)[O-])cc1,-28.4%,50.1µM*,39.8µM*,-0.8%[0.501 µM],-1.6%,?,i,-0.3,-11.7%
O=S(=O)(Nc1ccc(OC(F)(F)F)cc1)c1cccc2nonc12,1.0%,-18.7%,-19.3%,·,-1.7%,17.4%,2.4%,-7.1,11.6%
CC1=[N+](C)N(c2ccccc2)C(=O)C1N=Cc1c(Cl)cccc1Cl (stereo unspecified),3.0%,-8.4%,-2.0%,-10.0%[59 µM],3.8%,20.9%,-8.0%,-0.3,2.0%
CCCc1nnc(NC(=O)CCC(=O)N2CCN(S(=O)(=O)c3ccc(F)cc3)CC2)s1,-4.6%,0.7%[11.4 µM],-0.6%,-8.9%[59 µM],-5.8%,41.0%[activator],7.3%,-0.5,2.9%
Cc1ccc(NC(=O)CN2C(=O)COc3ccc(S(=O)(=O)N4CCCC4)cc32)c(C)c1,-9.1%,-4.5%,-2.3%,-12.1%,-10.5%,40.7%[activator],i,-1.3,8.6%
Cc1cc(C)cc(NC(=O)C2CCN(c3cnccn3)CC2)c1,0.6%,-25.5%,-15.9%,0.3%,0.2%,9.8%,i,3.9,0.9%
CN(C(=O)COC(=O)CCC(=O)c1ccc(Cl)cc1)c1c(N)n(Cc2ccccc2)c(=O)[nH]c1=O,3.8%,-14.5%,30.0%,-10.4%[0.501 µM],9.8%,8.9%,-7.2%,-0.1,-13.2%
Cc1ccc(N2CC(C(=O)NCc3cccs3)CC2=O)cc1 (stereo unspecified),11.4%,4.5%,7.8%,-5.7%[59 µM],5.1%,18.5%,-0.7%,2.6,-2.1%
Cc1cc(C#N)c(C)n1-c1cc(S(=O)(=O)N2CCOCC2)ccc1N1CCCC1,?,?,-37.2%,6.31µM*,-4.9%,-62.9%,-1.5%,-1.4,-20.2%
Cc1ccccc1-c1cc(C(=O)NCc2cccs2)nn1CC1CC(c2cccc([N+](=O)[O-])c2)=NO1 (stereo unspecified),6.2%,-19.4%,-1.4%,-6.4%[2.33 µM],-1.7%,13.8%,-4.1%,2.1,21.5%
O=C1NC2(CCCCCC2)C(=O)N1Cc1cccc(Cl)c1,?,-1.4%,8.7%,-6.7%,-0.9%,31.5%,-6.8%,3.3,7.8%
O=C(O)/C=C/c1cnc2ccccc2c1,2.8%,-12.7%,-14.8%,50.1µM*,28.0%,26.9%,-2.0%,-1.4,-12.1%[15.4 µM]
O=C1N/C(=N/O)S/C1=C\c1ccccc1-n1cccn1,?,-10.3%,-17.8%,-24.0%,-1.4%,2.2%,-14.5%,-0.8,-4.7%
COc1ccc(-c2cc3c(=O)n(CC(=O)NCc4ccc(Cl)cc4)ncn3n2)cc1,-0.9%,-9.2%,9.4%,42.1%[59 µM],-5.0%,19.7%,9.5%,3.8,-2.9%
Cc1ccc(C(=O)Nc2ccc(F)cc2)cc1NC1=NC2CS(=O)(=O)CC2S1 (stereo unspecified),1.2%,-14.5%,-1.3%,·,-0.5%,34.0%,-2.4%,-3.0,0.4%
CCOc1ccc(C2C(C(=O)c3ccco3)=C(O)C(=O)N2CCCn2ccnc2)cc1OCC (stereo unspecified),-0.2%,-23.3%,?,?,1.1%,22.8%,-4.3%,3.8,0.9%
COc1ccc(OC)c(C2c3c(oc4ccccc4c3=O)C(=O)N2CCCN(C)C)c1 (stereo unspecified),6.6%,-4.8%,-3.7%,?,2.2%,12.8%,6.7%,-0.6,-2.2%
Cc1ccc(NCC(=O)N/N=C/c2ccc(OC(=O)c3ccco3)cc2)cc1,14.1%,-26.8%,-6.3%,-10.2%,2.5%,20.0%,4.9%[11.5 µM],-3.7,·
CCOc1ccc(S(=O)(=O)Nc2ccc(C(=O)NCC(c3ccccc3)N(C)C)cc2)cc1 (stereo unspecified),9.0%,-28.5%,-1.3%,·,1.3%,0.9%,-4.9%,3.0,-3.1%
COc1ccc(-n2c(Cc3cccn3C)nnc2SCC(=O)NCCc2ccccc2)cc1,-0.9%,-28.5%,?,-9.6%[2.33 µM],3.5%,-15.1%,-3.7%,-1.9,6.6%
O=C(NCCCn1ccnc1)c1cc2c(s1)CCCCC2,-0.1%,-16.8%,-7.1%,7.2%[59 µM],-1.0%,18.1%,-6.3%,-1.3,-7.9%
N/C(=N\OC(=O)Cc1ccc(Cl)cc1)c1cccnc1,1.1%,2.9%,1.4%,36.7%[12.7 µM],-6.2%,34.0%,-5.5%,0.0,-4.3%

# Random excerpt: 2 compounds from above
SMILES,GLS inhibitor,JMJD2A Tudor inh,BAZ2B block,G9a inh,Pin1 inhibitor,HP1b chromo inh,Tb PGK inh,PI4K2A inh,ERG Ets-DNA blk
O=C(O)/C=C/c1cnc2ccccc2c1,2.8%,-12.7%,-14.8%,50.1µM*,28.0%,26.9%,-2.0%,-1.4,-12.1%[15.4 µM]
Cc1cc(C#N)c(C)n1-c1cc(S(=O)(=O)N2CCOCC2)ccc1N1CCCC1,?,?,-37.2%,6.31µM*,-4.9%,-62.9%,-1.5%,-1.4,-20.2%

# More compounds:
SMILES,GLS inhibitor,JMJD2A Tudor inh,BAZ2B block,G9a inh,Pin1 inhibitor,HP1b chromo inh,Tb PGK inh,PI4K2A inh,ERG Ets-DNA blk
O=C(N[C@@H](Cc1ccccc1)C(=O)OCc1ccccc1)c1nc[nH]c1C(=O)NCc1ccccc1,-1.9%,-30.0%,-15.9%,-10.0%[59 µM],-0.7%,36.6%,2.9%,0.6,9.6%
O=C(CN(Cc1ccc(F)cc1)C(=O)Cn1nnc2ccccc21)NCC1CCCO1 (stereo unspecified),-4.0%,-5.2%,2.2%,-6.4%[59 µM],-3.1%,31.4%,3.2%,-1.5,·
O=C(CCCc1ccccc1)NCCC1=CCCCC1,-5.4%,-14.6%,13.7%,-7.0%,-3.2%,73.6%[activator],-14.2%,3.7,8.5%
Cc1nn(-c2nc3ccccc3s2)c(C)c1Oc1ccccc1O,-1.2%,-6.3%,-2.6%,16.7%[59 µM],?,8.4%,-3.6%,-6.0,6.3%
CC(NC(=O)c1cccnc1)c1ccc2c(c1)OCO2 (stereo unspecified),3.4%,-11.5%,1.7%,4.6%,-8.6%,21.6%,21.5%,-6.7,-0.2%
Cc1sc(NC(=O)c2cccs2)c(C(N)=O)c1C,-0.3%,-20.8%,-6.2%,3.98µM*,3.2%,?,-4.1%,-1.4,·
O=C(CSc1ccccc1)NCCSCc1ccccc1,0.8%,1.4%,8.0%,?,5.1%,38.2%,-10.2%,-2.9,-10.8%
O=C(Nc1cccc(Cl)c1)C1C2C=CC3(O2)C1C(=O)N(CCN1CCCCC1)C3C(=O)NC1CCCCC1 (stereo unspecified),-1.3%,-12.9%,-1.8%,-0.3%,3.7%,20.2%,2.9%,0.6,2.9%
CCOc1cc(-c2sc(Nc3ccccc3)n[n+]2-c2ccc(F)cc2)ccc1OC,3.8%,?,-4.5%,·,?,37.7%,0.7%,0.4,0.9%
CC1CCCCC1NC(=O)c1cccc(S(=O)(=O)N2CCN(Cc3ccccc3)CC2)c1 (stereo unspecified),5.8%,-20.7%,2.5%,-22.5%,9.7%,9.9%,-3.7%,-3.5,3.5%
Cc1ccc(/C=C(\C#N)c2nn(-c3ccccc3)c(N)c2C#N)cc1,1.7%,-10.0%,-0.3%,11.2%[59 µM],33.4%[activator],39.4%[activator],9.4%,0.8,?
Cc1cccc(CNC(=O)CCCn2c(=O)c3cccn3c3ccc(F)cc32)c1,1.0%,0.7%,-1.5%,22.6%[59 µM],-1.5%,63.0%[activator],i,1.7,-1.4%
COC(c1ccccc1)c1nnc(CCC(=O)NCc2cccc(-n3cccn3)c2)o1 (stereo unspecified),-2.7%,-2.1%,-8.2%,·,-2.0%,28.9%,i,-2.2,-2.4%
Cc1ccccc1N(CC(=O)NC1CCCCC1)C(=O)c1csnn1,6.6%,-6.8%,-9.3%,14.7%,2.2%,2.0%,2.9%,-2.6,-1.4%
COc1ccc(-c2c(C(F)(F)F)[nH]n3c(=O)cc(-c4ccccc4)nc23)cc1,1.1%,23.8%,19.0%,28.8%,?,63.5%[activator],?,1.6,-0.3%
NC(=O)CN1CCCN(S(=O)(=O)c2ccc(Br)cc2)CC1,3.9%,-3.5%,1.3%,?,0.3%,38.8%[activator],3.5%,0.5,-1.8%
O=S(=O)(Nc1ccccc1)c1cccc2nsnc12,3.1%,?,50.1µM*,?,-5.6%,?,-10.2%,2.8,-4.8%
O=C(NC1CCCC1)c1nc2c(nnn2Cc2cccc(Cl)c2)c(=O)[nH]1,5.9%,-9.7%,10.2%,2.3%,-7.7%,32.1%,2.1%,14.5,1.9%
